697 NFkB inh: inhibitors of PMA/ionomycin-induced NF-kB reporter, 697 cells, primary screen, B-cell NF-kB inhibitor project, cell-based, luminescence, uHTS; 0.33% of 330,000 active; inhibition, % at 4 µM; 697 B-cell NF-kB luciferase reporter, 16 h; in the data active = inhibition above about 35%
Jurkat NFkB inh: inhibitors of induced NF-kB luciferase reporter, primary screen, TCR NF-kB activation inhibitor project, cell-based, luminescence, uHTS; Jurkat, PMA/ionomycin-induced NF-kB luciferase reporter; inhibition, % at 4 µM; 0.53% of 330,000 active; AID 435003, 2010
UBC13 polyUb: UBC13 polyubiquitin chain formation inhibitors, primary screen, biochemical, TR-FRET, uHTS. Ubiquitin-conjugating enzyme E2 N (Homo sapiens), P61088. AID 485273, 2010. inhibition, % at 20 µM. 0.47% of 330,000 active; in the data active = inhibition above about 45%, passing the limit was not always enough
Gli-Sufu antag: Gli-Sufu pathway antagonists, primary screen, luciferase luminescence, Sufu-KO-LIGHT cells, uHTS; Sufu-KO-LIGHT fibroblasts, Gli luciferase reporter luminescence; inhibition, % at 5 µM; 0.74% of 340,000 active; AID 588413, 2011;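 active = inhibition above about 55%, limit read from the data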;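 note: 0% = DMSO-treated cells and 100% = wells with medium but no cells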
HKDC1 inh: HKDC1 hexokinase inhibitors, primary screen, biochemical, fluorescence, uHTS; inhibition, % at 20 µM; 0.16% of 340,000 active; recombinant HKDC1, G6PDH/diaphorase resazurin coupled fluorescence; Q2TB90;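 active = inhibition above about 35% when tested at 20 µM, limit read from the data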;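 note: plate controls were DMSO wells with enzyme for no effect and DMSO wells lacking enzyme for full effect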
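Test system: Recombinant HKDC1 (HK5) hexokinase enzyme, produced in-house | Input: HKDC1 at 5 µg/mL | Buffer or medium: Tris pH 8.0 buffer with MgCl2, Tween-20, BSA, BME | Schedule: 90 min reaction incubation at room temperature, dark | Technique: Resazurin-to-resorufin fluorescence via G6PDH and diaphorase coupling, 525/613 nm | Controls: DMSO wells with and without enzyme mix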
Apaf1 inhib: inhibitors of human Apaf-1 apoptosome, primary screen, biochemical, DEVD-Rh110 fluorescence, uHTS. reconstituted apoptosome caspase-3 activity. inhibition, % at 20 µM. 0.71% of 330,000 active; active = inhibition of at least 40% at 20 µM;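 note: plate controls were DMSO wells for no effect and DEVD-CHO caspase inhibitor wells for full effect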
Target sequence (O14727 whole entry, looked up): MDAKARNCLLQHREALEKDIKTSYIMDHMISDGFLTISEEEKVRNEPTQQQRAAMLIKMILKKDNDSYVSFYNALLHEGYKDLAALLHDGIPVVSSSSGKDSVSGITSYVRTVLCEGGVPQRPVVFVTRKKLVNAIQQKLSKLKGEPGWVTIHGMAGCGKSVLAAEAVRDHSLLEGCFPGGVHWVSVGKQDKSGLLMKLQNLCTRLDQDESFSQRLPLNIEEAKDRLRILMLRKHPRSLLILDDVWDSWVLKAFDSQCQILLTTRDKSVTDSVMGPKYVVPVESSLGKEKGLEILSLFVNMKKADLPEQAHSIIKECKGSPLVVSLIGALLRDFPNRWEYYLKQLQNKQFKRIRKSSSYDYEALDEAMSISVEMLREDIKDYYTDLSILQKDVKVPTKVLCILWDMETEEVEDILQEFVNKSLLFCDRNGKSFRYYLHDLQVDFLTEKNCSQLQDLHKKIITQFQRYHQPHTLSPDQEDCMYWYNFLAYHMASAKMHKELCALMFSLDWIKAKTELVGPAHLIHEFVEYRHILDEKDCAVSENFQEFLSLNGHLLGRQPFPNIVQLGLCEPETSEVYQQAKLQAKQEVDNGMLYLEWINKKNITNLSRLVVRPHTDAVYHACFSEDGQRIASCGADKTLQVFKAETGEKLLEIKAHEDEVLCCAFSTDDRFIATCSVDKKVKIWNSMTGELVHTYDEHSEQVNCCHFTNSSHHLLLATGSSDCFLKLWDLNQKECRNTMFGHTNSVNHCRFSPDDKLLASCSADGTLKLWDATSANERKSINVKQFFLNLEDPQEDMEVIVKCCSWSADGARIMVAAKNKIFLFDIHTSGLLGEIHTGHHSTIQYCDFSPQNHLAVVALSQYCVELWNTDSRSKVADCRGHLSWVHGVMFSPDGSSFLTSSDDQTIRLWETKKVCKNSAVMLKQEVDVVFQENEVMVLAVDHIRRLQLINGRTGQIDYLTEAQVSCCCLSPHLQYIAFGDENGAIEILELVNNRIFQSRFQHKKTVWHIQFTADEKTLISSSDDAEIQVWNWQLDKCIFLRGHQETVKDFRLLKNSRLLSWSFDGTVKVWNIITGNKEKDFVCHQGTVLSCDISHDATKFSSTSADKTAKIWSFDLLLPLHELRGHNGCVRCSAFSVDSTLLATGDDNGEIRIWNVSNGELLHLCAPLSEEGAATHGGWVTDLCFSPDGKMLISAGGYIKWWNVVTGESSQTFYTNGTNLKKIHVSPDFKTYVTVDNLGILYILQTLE
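System – cell-free apoptosome with Apaf-1, procaspase-3 and caspase-9 · Buffer or medium – pH 7.5 Hepes buffer with CHAPS, BSA, DTT · Also added – cytochrome c with DEVD-Rh110 · Times – 30 min compound preincubation, 50 min activation, room temperature · Technique – Rh110 fluorescence intensity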
SENP7 block: SENP7 protease inhibitors, primary screen, biochemical, luminescence, uHTS; Sentrin-specific protease 7 (Homo sapiens), Q9BQF6; recombinant SENP7, Z-RLRGG-aminoluciferin luminescence, 40 min; inhibition, % at 5 µM; 1.5% of 330,000 active; AID 434973, 2010;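 active = inhibition above about 50% at the single test dose, limit read from the data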;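 note: plate controls were DMSO with enzyme for no effect and no enzyme buffer wells for full effect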
SENP8 block: SENP8 protease inhibitors, primary screen, biochemical, luminescence. Sentrin-specific protease 8 (Homo sapiens), Q96LD8. purified SENP8, Z-RLRGG-aminoluciferin cleavage. inhibition, % at 10 µM. 1.2% of 330,000 active
The depositor's hits bear a star. Cut-off read from the data, not from the text of the source, unless noted: active = inhibition above about 50%; inactive = the rest.

SMILES | 697 NFkB inh | Jurkat NFkB inh | UBC13 polyUb | Gli-Sufu antag | HKDC1 inh | Apaf1 inhib | SENP7 block | SENP8 block
CCCCN(C)S(=O)(=O)c1c(C)[nH]c(=O)[nH]c1=O | -16 | -5 | -1 | -5 | -12 | -15 | 14 | -2
O=C(NCC1CCCO1)c1cc2c(=O)[nH]c3ccccc3c2s1 (centres undefined) | 20 | -7 | 16 | -9 | 16 | 3 | 3 | -2
COc1ccc(-c2ccc(SCC(=O)Nc3nccs3)nn2)cc1OC | 5 | -33 | -4 | -8 | 4 | 3 | -9 | -10
O=C(Nc1ccc(N2CCOCC2)cc1)C1CCN(S(=O)(=O)c2ccccc2F)CC1 | -11 | 12 | -4 | 5 | -2 | -18 | -2 | 3
O=C1CCC[C@@H]2Cc3[nH]c4c(Cl)ccc(Cl)c4c3[C@@H]3CCN1[C@H]23 | 2 | 14 | 35 | 7 | -7 | 4 | 0 | 4
Cc1ccc(C(=O)COC(=O)CNS(=O)(=O)c2ccccc2)cc1[N+](=O)[O-] | 29 | 2 | -3 | 10 | -4 | -10 | 6 | -10
COc1ccc(N(S(=O)(=O)c2ccccc2)S(=O)(=O)c2ccccc2)c(N)c1 | -1 | 51* | 2 | -3 | 1 | 2 | 3 | 7
COc1ccccc1C(=O)N1CCC(N2CCN(c3ccccc3OC)CC2)CC1 | 10 | 8 | 4 | 6 | -4 | -11 | -4 | 2
CCc1c(C)c2cc(Cl)c(O)c(CN3CCCCC3)c2oc1=O | 18 | 2 | 30 | 4 | 10 | 7 | 4 | 1
COc1cccc(NC(=O)N2CCCC2C(=O)NCC(C)C)c1 (centres undefined) | -17 | -11 | -8 | -13 | -2 | 10 | 4 | 3
O=C(COc1ccc(Cl)cc1)NCCCNC(=O)c1ccccn1 | -21 | 6 | 1 | 21 | -4 | 7 | -11 | -5
O=C(O)c1cn2c3c(ccc(Cl)c3c1=O)OCC2 | 14 | -14 | 44 | 7 | -3 | 1 | 2 | 8
Cc1ccc2cc(C3CC(c4cccs4)=NN3S(C)(=O)=O)c(Cl)nc2c1 (centres undefined) | -9 | 1 | -8 | 0 | 0 | 14 | 10 | 3
COc1ccc(CNC(C)(C)C)cc1Cl | 11 | 11 | 11 | 0 | 9 | -14 | 5 | 3
COCCN(Cc1cc2ccc(C)cc2[nH]c1=O)S(=O)(=O)c1ccccc1 | 12 | -7 | 0 | -25 | 2 | 1 | 9 | 2
Cc1ccccc1NC(=O)c1cccc(C(F)(F)F)c1 | -18 | -1 | -5 | 0 | -12 | 0 | -4 | -15
Cc1noc(C)c1COC(=O)CNC(=O)c1cccc(F)c1 | -3 | 1 | 1 | -3 | -7 | -1 | 1 | 0
CC(O)[C@H]1CN=C(N)N1CCc1cc(C(F)(F)F)cc(C(F)(F)F)c1 (some centres undefined) | 8 | -5 | 11 | -1 | 4 | 5 | 2 | 0
COc1ccc(OC)c(S(=O)(=O)NCCC2=CCCCC2)c1 | 18 | 0 | -1 | -2 | 11 | 1 | 0 | 2
COc1ccc(CNC(=O)Nc2cc(C)cc(C)c2)cc1 | 8 | -14 | -8 | -7 | -6 | -5 | -4 | -11

Structures from the list above that contain a CF3 group (two):
SMILES | 697 NFkB inh | Jurkat NFkB inh | UBC13 polyUb | Gli-Sufu antag | HKDC1 inh | Apaf1 inhib | SENP7 block | SENP8 block
Cc1ccccc1NC(=O)c1cccc(C(F)(F)F)c1 | -18 | -1 | -5 | 0 | -12 | 0 | -4 | -15
CC(O)[C@H]1CN=C(N)N1CCc1cc(C(F)(F)F)cc(C(F)(F)F)c1 (some centres undefined) | 8 | -5 | 11 | -1 | 4 | 5 | 2 | 0

In the list so far, these have fluorine.
SMILES | 697 NFkB inh | Jurkat NFkB inh | UBC13 polyUb | Gli-Sufu antag | HKDC1 inh | Apaf1 inhib | SENP7 block | SENP8 block
O=C(Nc1ccc(N2CCOCC2)cc1)C1CCN(S(=O)(=O)c2ccccc2F)CC1 | -11 | 12 | -4 | 5 | -2 | -18 | -2 | 3
Cc1ccccc1NC(=O)c1cccc(C(F)(F)F)c1 | -18 | -1 | -5 | 0 | -12 | 0 | -4 | -15
Cc1noc(C)c1COC(=O)CNC(=O)c1cccc(F)c1 | -3 | 1 | 1 | -3 | -7 | -1 | 1 | 0
CC(O)[C@H]1CN=C(N)N1CCc1cc(C(F)(F)F)cc(C(F)(F)F)c1 (some centres undefined) | 8 | -5 | 11 | -1 | 4 | 5 | 2 | 0

Further compounds follow.
SMILES | 697 NFkB inh | Jurkat NFkB inh | UBC13 polyUb | Gli-Sufu antag | HKDC1 inh | Apaf1 inhib | SENP7 block | SENP8 block
C=CCn1c(SCCOc2ccccc2)nnc1C(C)NC(=O)c1ccccc1 (centres undefined) | 11 | 7 | 7 | 1 | 0 | -8 | -3 | -7
Cn1nnnc1SCC(=O)N1CCN(C(c2ccccc2)c2ccccc2)CC1 | 10 | 4 | 1 | 2 | -4 | 3 | 1 | -9
COCCN(CCOC)Cc1c(O)ccc2c1O/C(=C\c1ccco1)C2=O | -9 | -9 | -14 | -1 | -2 | 5 | -8 | -6
O=C(NCCc1ccccn1)c1ccc(NS(=O)(=O)c2ccc(F)cc2)cc1 | -37 | -27 | -5 | 2 | -2 | -10 | -1 | -2
CN(C)S(=O)(=O)c1ccc(C(=O)NCCc2ccco2)cc1 | -19 | -14 | 4 | -36 | -8 | 5 | -9 | -2
CCOc1ccc(NC(=O)Nc2cccn(Cc3ccccc3)c2=O)cc1 | -27 | -2 | 8 | -4 | 7 | 16 | 19 | 21
CN(CC(=O)Nc1ccc(F)c(F)c1F)C(=O)c1ccc2c(c1)OCCO2 | 7 | -18 | -4 | -3 | -4 | -7 | 15 | -15
COc1ccc(CCNC(=O)C2CCN(C(=O)c3ccc(F)cc3)CC2)cc1 | -6 | -12 | -5 | -12 | 0 | 0 | -4 | -1
CCCCC(=O)NC(NC(=O)CCCC)c1ccc(OCC(C)C)c(OC)c1 | 17 | 10 | -2 | 6 | 7 | -18 | 8 | 6
COc1ccc(-c2noc(CN(C)C(=O)c3ccco3)n2)cc1 | 0 | -2 | 5 | -28 | 2 | 5 | 9 | -2
CCOC(=O)N1CCN(S(=O)(=O)c2cccc3nonc23)CC1 | -5 | 1 | -7 | 6 | -2 | 10 | 6 | 6
COc1ccc(Br)cc1/C=C\C(=O)NCc1cccnc1 | 21 | -8 | 4 | -5 | 13 | -1 | 3 | 4
Cc1ccc(C2=NN(CCC#N)C(=O)CO2)cc1 | 7 | 8 | 6 | 0 | -1 | 0 | 1 | -1
O=C(NCCCN1CCOCC1)c1cc(-c2ccco2)nc2ccccc12 | 6 | 5 | 16 | -17 | 12 | -7 | 1 | 8
CCCC(=O)NC(=S)N1CCN(c2ccc([N+](=O)[O-])cc2)CC1 | -14 | -11 | -16 | -4 | -11 | 8 | -7 | -6
Cc1cc(C)c(C(=O)c2ccc(C(=O)N(C(C)C)C(C)C)cc2)c(C)c1 | 14 | -5 | 9 | 7 | -2 | 14 | -2 | 1
CCC/C(O)=C1\C(=O)CC(c2ccccc2)CC1=NCCc1c(C)[nH]c2ccc(C)cc12 (centres undefined) | -5 | 13 | -19 | 7 | -5 | 2 | -1 | -6
Cn1cc(/C=C/C(=O)N2CCCC(C(=O)c3ccc(C(F)(F)F)cc3)C2)cn1 (centres undefined) | -18 | -38 | -11 | 9 | -2 | -10 | 0 | -3
CCCCOc1ccc(Cl)cc1CSc1nnc(C)n1N | 10 | -3 | -4 | -3 | 11 | 2 | -3 | -7
C[C@H](NC(=O)[C@H](Cc1ccccc1)NC(=O)c1cc2cc(Cl)ccc2n1C)C(=O)O | 15 | 23 | -1 | -2 | -4 | -3 | 5 | 4
O=C(NCCN1CCC(Cc2ccccc2)CC1)C1CCN(S(=O)(=O)N2CCC3(CC2)OCCO3)CC1 | -19 | 1 | 0 | 30 | -10 | 7 | 5 | 3
COc1ccc(NC(=O)CN2C(=O)NC3(CCCc4ccccc43)C2=O)c(OC)c1 (centres undefined) | 15 | -9 | 8 | -1 | -4 | 5 | 8 | 1
Cn1nc(Cc2n[nH]c(=S)n2C)c2ccccc2c1=O | 14 | -3 | 2 | 3 | -6 | -9 | -4 | 4
CCCS(=O)(=O)N1CCCC(C(=O)N2CCN(c3ccccn3)CC2)C1 (centres undefined) | 21 | 27 | 4 | 1 | -9 | -10 | 2 | 5
CCOC(=O)c1cc([N+](=O)[O-])sc1N | 12 | -4 | -9 | 15 | -6 | -5 | 1 | -5
c1ccc2ncccc2c1 | -2 | 0 | -6 | 32 | -6 | 4 | -5 | -11
Cc1ccc(NC(=O)c2cccc(S(=O)(=O)NCc3ccccc3)c2)nc1 | 12 | 7 | 2 | 8 | 6 | 10 | 2 | 3
CCN(CC(=O)Nc1ccccc1OC)C(=O)c1ccc(N(C)S(=O)(=O)c2ccc(C)cc2)cc1 | -4 | 4 | 6 | 15 | 1 | 32 | 4 | 3
Cc1ccc(OCC(=O)Nc2nc(C)c(Cl)cc2Cl)c([N+](=O)[O-])n1 | 1 | -14 | -17 | -4 | -6 | -6 | -4 | -10
Cc1nnc(SCC(=O)Nc2nc3c(s2)CC(C)CC3)s1 (centres undefined) | -85 | -28 | 4 | 16 | -3 | 1 | 6 | 1
Cc1cc(C)c(S(=O)(=O)N2CCN(C)CC2)c(C)c1 | 2 | -6 | -4 | 3 | -5 | -6 | -8 | -7
CCOC(=O)c1c(-c2ccccc2)csc1N1C(=O)Nc2ccccc2N1O | -4 | -3 | -18 | -3 | -3 | 3 | -3 | -7
CC(C)NS(=O)(=O)c1ccc(CCC(=O)N2CCCCC2)cc1 | 5 | -12 | 1 | 4 | -3 | -4 | 1 | -5
CC(=O)c1cccc(NC(=S)NC(=O)CC(C)(C)C)c1 | -23 | -16 | 0 | -17 | -5 | 12 | 3 | 4
CN(C(=O)CSc1cccc[n+]1[O-])C1CCCCC1 | 0 | -3 | 1 | -10 | -5 | -3 | 8 | -9
O=C1NC(=Nc2cccc([N+](=O)[O-])c2)SC1(CO)CO | 9 | -8 | -5 | 12 | -6 | 1 | -5 | -11
CCSc1nnc2c(Cl)cc(Cl)cn12 | 10 | 11 | 3 | -4 | 1 | -17 | -1 | -1
CN1CCN(C(=O)c2cc(=O)c3cc(Cl)ccc3o2)CC1 | -2 | -11 | -5 | 12 | 0 | 2 | 6 | 11
NC(=O)c1cc(S(=O)(=O)N2CCCC2)ccc1OCc1ccc(F)cc1 | -4 | 6 | 2 | 7 | -5 | 0 | 1 | -1
COc1cccc(-n2c([S-])c(C(=O)Nc3ccc(S(=O)(=O)N4CCOCC4)cc3)[n+]3cc(C(N)=O)ccc23)c1 | -39 | 6 | -15 | 0 | -2 | 9 | 5 | -7
COc1cccc(N2CCN(C3OC(=O)c4ccccc43)CC2)c1 (centres undefined) | 24 | -7 | 5 | 3 | -6 | -11 | 4 | 2
C=CCn1c(=O)/c(=C/c2ccc(F)cc2)s/c1=C(\C#N)c1nnc2n1CCCCC2 | 15 | -7 | -4 | 5 | 5 | 8 | 1 | 5
O=C(CNS(=O)(=O)c1ccccc1)OCC(=O)c1ccc(OC(=O)c2ccccc2)cc1 | 2 | -7 | 0 | -1 | -8 | -9 | -3 | -6
CCCN1CCC(NC(=O)Cc2ccc(C)cc2)CC1 | 8 | -1 | 2 | 1 | 4 | -8 | 12 | -11
Cc1cc(C)n(C(=O)CNC(=O)c2ccccc2Br)n1 | -7 | 11 | 8 | -9 | -4 | -5 | -19 | -20
COC(=O)c1cccnc1-n1c(=O)c2cccnc2n(Cc2cccc(OC)c2)c1=O | 7 | -6 | 1 | -14 | 1 | 1 | 2 | 7
CN(C)/C=N/c1nc(Sc2ccc(C(F)(F)F)cc2[N+](=O)[O-])n[nH]1 | -10 | -1 | -2 | -2 | 2 | 9 | -10 | -4

High-throughput results (PubChem)
